ERa coact pot: ER-alpha (human) coactivator binding potentiation; P03372; TR-FRET ERalpha-LBD/SRC-Cy5 coactivator binding, 2 h; 100 = basal binding, no effect; coactivator binding (% of control), % at 25.6 µM; 1.3% of 86,000 active; in the data active = activity above about 200%;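 note: binding measured in presence of low estradiol as agonist stimulus; 0% = peptide alone without receptor and 100% = receptor with peptide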
Target sequence (P03372 whole entry, looked up, the tested form may be a part): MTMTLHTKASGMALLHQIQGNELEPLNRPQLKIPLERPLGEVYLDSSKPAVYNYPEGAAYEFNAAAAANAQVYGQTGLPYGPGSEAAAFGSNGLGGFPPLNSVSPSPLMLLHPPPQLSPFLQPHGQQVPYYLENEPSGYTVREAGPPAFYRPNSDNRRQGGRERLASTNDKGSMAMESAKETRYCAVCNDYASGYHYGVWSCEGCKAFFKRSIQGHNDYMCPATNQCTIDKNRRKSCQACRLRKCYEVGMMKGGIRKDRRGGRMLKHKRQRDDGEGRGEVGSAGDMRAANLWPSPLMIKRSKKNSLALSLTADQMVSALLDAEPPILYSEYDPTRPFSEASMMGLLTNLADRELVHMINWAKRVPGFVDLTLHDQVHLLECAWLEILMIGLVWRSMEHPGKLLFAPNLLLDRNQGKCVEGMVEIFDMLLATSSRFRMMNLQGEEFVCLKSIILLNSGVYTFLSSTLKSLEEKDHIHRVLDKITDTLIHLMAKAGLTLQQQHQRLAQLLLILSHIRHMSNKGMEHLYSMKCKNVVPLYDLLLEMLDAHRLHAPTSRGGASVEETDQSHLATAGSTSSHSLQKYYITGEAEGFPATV
ERa SRC1 inh: blocks coactivator binding to human estrogen receptor alpha; AID 629; inhibition, % at 25.6 µM; 1.7% of 86,000 active; P03372; TR-FRET ER-alpha LBD / SRC-1 peptide, estradiol-bound; in the data active = inhibition above about 50%;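 note: 0% = receptor plus peptide control and 100% = peptide only without receptor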
CD11b adhes enh: increases human CD11b/CD18 adhesion to fibrinogen; AID 1499; 0.07% of 93,000 active; K562 CD11b/CD18 adhesion to fibrinogen, ATPlite luminescence; activation, % at 10 µM;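 active = 10 µM primary screen giving 50% or more activity, confirmed by 40% or more on retest at that dose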; note: strong numbers were not always called active; reference of the scale not given here
PLAP act: activators of human placental alkaline phosphatase | P05187 | purified PLAP enzyme, luminescent substrate read-out; hits give high values | activation fold at 20 µM | 1.2% of 96,000 active | AID 696; in the data active = activation fold above about 2
Target sequence (P05187 whole entry, looked up): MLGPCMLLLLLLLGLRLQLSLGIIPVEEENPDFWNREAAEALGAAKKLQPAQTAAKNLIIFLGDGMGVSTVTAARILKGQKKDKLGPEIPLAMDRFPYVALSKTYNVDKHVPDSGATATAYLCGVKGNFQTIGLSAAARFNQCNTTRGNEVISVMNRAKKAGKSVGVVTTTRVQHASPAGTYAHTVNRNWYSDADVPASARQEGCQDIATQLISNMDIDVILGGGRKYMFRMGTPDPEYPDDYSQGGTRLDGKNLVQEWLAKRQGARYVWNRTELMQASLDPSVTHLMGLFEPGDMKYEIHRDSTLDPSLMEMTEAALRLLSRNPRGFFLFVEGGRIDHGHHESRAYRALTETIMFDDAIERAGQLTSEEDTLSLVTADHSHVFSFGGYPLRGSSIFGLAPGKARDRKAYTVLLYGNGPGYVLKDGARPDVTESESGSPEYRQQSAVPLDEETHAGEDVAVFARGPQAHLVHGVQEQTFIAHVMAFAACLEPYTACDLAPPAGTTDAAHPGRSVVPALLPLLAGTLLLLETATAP
Mac1 fbg inh: blocks human CD11b/CD18 adhesion to fibrinogen. P05107+P11215. K562 CD11b/CD18 adhesion to fibrinogen, ATPlite luminescence; Mn2+ added to activate the integrin. inhibition, % at 10 µM. 0.54% of 93,000 active;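 active = primary inhibition of 50% or more at 10 µM, then 40% or more on retest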; note: some results filed as inactive read as strong as hits
E coli WT exp: E. coli BW25113 growth inhibition, expanded screen | growth inhibition, % at 100 µM | 0.15% of 98,000 active | OD600 absorbance;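 active = growth inhibition above about 50% at one test dose, limit read from the data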;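 note: growth measured after 20 h incubation at 37 °C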
FAK blocker: blocks human focal adhesion kinase activity; inhibition, %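 (tested at 7 µM)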; Q05397; biochemical FAK kinase activity assay; 0.84% of 97,000 active; in the data active = inhibition above about 19%;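 note: 0% = DMSO and 100% = reference compound high control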
ERb coact inh: blocks coactivator binding to human estrogen receptor beta. Q92731. TR-FRET ER-beta LBD / SRC1-Cy5 peptide binding; receptor agonist-loaded with 1 µM estradiol. inhibition, % at 25.6 µM. 1.3% of 86,000 active. AID 633;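 active = compounds whose percent inhibition of the receptor-coactivator binding signal exceeds about 50% in the single-dose screen, limit read from the data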;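 note: 0% = receptor plus peptide wells without compound and 100% = peptide-only wells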
MT1-MMP txn act: MT1-MMP promoter transcription activation. 0.16% of 86,000 active. activation factor at 10 µM. HT1080 MT1-MMP promoter luciferase reporter, luminescence, overnight; hits give high values. AID 750;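 active = activation factor of at least 2 for MT1-MMP transcription at 10 µM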
Starred values were filed as active, the others as inactive; [ ] = dose if it differs, or a comment. Outcome played no part in choosing rows; about 5.1% have a hit in one of these screens.

What do the screens show for `CCCCCc1nc2sc3c(c2c(=O)n1N)CCC3`?
ERa coact pot: 108.0; ERa SRC1 inh: 10.0; FAK blocker: 2.7; ERb coact inh: 5.5; MT1-MMP txn act: 1.1

What do the screens show for `C1=C(c2ccccc2)CCN(c2ncnc3nc[nH]c23)C1`?
ERa coact pot: 93.1[fluorescence artefact?]; ERa SRC1 inh: -3.2; CD11b adhes enh: 2.2; PLAP act: 2*; Mac1 fbg inh: 10.8; E coli WT exp: -2.0; ERb coact inh: -9.5; MT1-MMP txn act: 1.2

Results for CC(C)(C)n1ncc2c(=O)n(CC(=O)c3ccc(Cl)cc3)cnc21 ?
ERa coact pot: 97.7; ERa SRC1 inh: -42.2; CD11b adhes enh: -1.3; PLAP act: 1.1; Mac1 fbg inh: 0.3; E coli WT exp: 2.0; FAK blocker: 2.6; ERb coact inh: -6.7[fluorescence artefact?]; MT1-MMP txn act: 1.6

Results for CCn1ncc(/C=N\NC(=O)c2cc(-c3ccc(C)cc3C)nc3ccccc23)c1C ?
CD11b adhes enh: -1.7; PLAP act: 1.1; Mac1 fbg inh: 3.9; E coli WT exp: 7.0; FAK blocker: -0.9

What do the screens show for `COc1cccc(CNCCOCCO)c1OC`?
ERa coact pot: 102.5; ERa SRC1 inh: -5.3; CD11b adhes enh: -1.7; PLAP act: 1.1; Mac1 fbg inh: -16.0; E coli WT exp: 5.0; FAK blocker: -1.6; ERb coact inh: -3.2[fluorescence artefact?]; MT1-MMP txn act: 1

What do the screens show for `CCCOc1ccc(N2CC(C(=O)Nc3ccccc3OC)CC2=O)cc1` (stereo unspecified)?
CD11b adhes enh: 3.4; PLAP act: 1.1; Mac1 fbg inh: 6.1; E coli WT exp: 4.0; FAK blocker: -3.5; MT1-MMP txn act: 1

How did CCOC(=O)Nc1ccc(Oc2ccccc2)cc1 do in these assays?
ERa coact pot: 94.2; ERa SRC1 inh: -3.3; CD11b adhes enh: 4.8; PLAP act: 0.7; Mac1 fbg inh: -16.0; E coli WT exp: 26.0; FAK blocker: -1.1; ERb coact inh: -8.7; MT1-MMP txn act: 1.3

What do the screens show for `COc1ccccc1CNS(=O)(=O)c1cccc(S(=O)(=O)N2CCOCC2)c1`?
CD11b adhes enh: 31.3; PLAP act: 0.9; Mac1 fbg inh: -4.8; E coli WT exp: 0.0; FAK blocker: -4.8; MT1-MMP txn act: 1

How did COc1ccc(C(=O)Nn2c(C)ccc2C)cc1OC do in these assays?
ERa coact pot: 110.7; ERa SRC1 inh: -19.1; CD11b adhes enh: 8.5; PLAP act: 1.3; Mac1 fbg inh: -5.8; E coli WT exp: 0.0; FAK blocker: 1.8; ERb coact inh: -25.7; MT1-MMP txn act: 1.1

How did COc1cc(O)c(NC(C)=O)c2nonc12 do in these assays?
ERa coact pot: 110.4; ERa SRC1 inh: 12.9[fluorescence artefact?]; CD11b adhes enh: -1.7; PLAP act: 0.9; Mac1 fbg inh: -18.3; FAK blocker: 0.3; ERb coact inh: 5.2[fluorescence artefact?]; MT1-MMP txn act: 1.1

What do the screens show for `Nn1c(SCc2cccc3ccccc23)nnc1-c1ccco1`?
ERa coact pot: 102.9; ERa SRC1 inh: 2.1; CD11b adhes enh: -1.4; PLAP act: 0.8; Mac1 fbg inh: 4.9; E coli WT exp: -2.0; FAK blocker: 6.6; ERb coact inh: 0.3[fluorescence artefact?]; MT1-MMP txn act: 1.1

How did Cc1csc(NC(=O)c2ccco2)n1 do in these assays?
CD11b adhes enh: -0.1; PLAP act: 0.9; Mac1 fbg inh: 4.9; E coli WT exp: -13.0; FAK blocker: -1.6; MT1-MMP txn act: 1.4

What do the screens show for `COc1ccc(S(=O)(=O)NCc2ccco2)c2ccccc12`?
ERa coact pot: 95.0; ERa SRC1 inh: 8.6; CD11b adhes enh: 2.8; PLAP act: 0.8; Mac1 fbg inh: 0.2; E coli WT exp: -11.0; ERb coact inh: 6.4[fluorescence artefact?]; MT1-MMP txn act: 1.3

What do the screens show for `COc1cc(C2/C(=C(/O)c3ccc(OCC(C)C)cc3)C(=O)C(=O)N2CCN(C)C)ccc1O` (stereo unspecified)?
ERa coact pot: 100.6; ERa SRC1 inh: -4.3; CD11b adhes enh: 2.3; PLAP act: 1.5; Mac1 fbg inh: -7.8; E coli WT exp: -1.0; FAK blocker: 1.9; ERb coact inh: 2.0; MT1-MMP txn act: 1.1

Results for COc1ccc(-n2nnc3c(=O)n(CC(=O)NCC4CCCO4)cnc32)cc1 (stereo unspecified) ?
ERa coact pot: 109.6[fluorescence artefact?]; ERa SRC1 inh: -3.4; CD11b adhes enh: 1.8; PLAP act: 1.2; Mac1 fbg inh: 14.4; E coli WT exp: -9.0; FAK blocker: 2.8; ERb coact inh: 4.0; MT1-MMP txn act: 1.1

Results for Cc1cc(OCC(=O)N2CCCC2)cc(C)c1Cl ?
ERa coact pot: 118.1; ERa SRC1 inh: 2.6; CD11b adhes enh: 0.1; PLAP act: 1.3; Mac1 fbg inh: 13.4; E coli WT exp: 3.0; FAK blocker: -1.7; ERb coact inh: -7.0; MT1-MMP txn act: 1.5

Results for CCCCOc1ccc(Cl)cc1CSc1n[nH]c(C)n1 ?
ERa coact pot: 79.8; ERa SRC1 inh: -7.8; PLAP act: 1.2; E coli WT exp: 1.0; FAK blocker: -2.9; ERb coact inh: -6.7; MT1-MMP txn act: 1.1

How did COc1ccc(C(=O)N2CCN(C(=O)c3ccco3)CC2)cc1 do in these assays?
ERa coact pot: 108.0[fluorescence artefact?]; ERa SRC1 inh: 7.1; CD11b adhes enh: -3.9; PLAP act: 0.9; Mac1 fbg inh: -6.5; E coli WT exp: 4.0; ERb coact inh: -2.4; MT1-MMP txn act: 1.2

How did CCn1c(COc2ccc(Cl)c(C)c2)nnc1SCC(=O)N1CCCC1 do in these assays?
ERa coact pot: 115.5; ERa SRC1 inh: 1.5; PLAP act: 1.6; E coli WT exp: 3.0; FAK blocker: -2.6; ERb coact inh: 11.7; MT1-MMP txn act: 1.1

Results for CCCn1c(SCC(=O)NCc2ccco2)nc2c1c(=O)n(C)c(=O)n2C ?
ERa coact pot: 118.2; ERa SRC1 inh: 4.6; CD11b adhes enh: 4.3; PLAP act: 0.8; Mac1 fbg inh: -1.4; E coli WT exp: -2.0; FAK blocker: -0.8; ERb coact inh: -5.9; MT1-MMP txn act: 1

How did COC(=O)COc1nc(C)c2c(c1C#N)CC(C)(C)OC2 do in these assays?
ERa coact pot: 107.8; ERa SRC1 inh: -6.5; CD11b adhes enh: -2.2; PLAP act: 0.9; Mac1 fbg inh: -5.6; E coli WT exp: -5.0; ERb coact inh: -16.1; MT1-MMP txn act: 1.2

What do the screens show for `Cc1cc(N2CCN(S(=O)(=O)c3ccccc3)CC2)c2ccccc2n1`?
ERa coact pot: 127.6; ERa SRC1 inh: -0.1; CD11b adhes enh: 5.5; PLAP act: 1.5; Mac1 fbg inh: 8.3; E coli WT exp: -1.0; FAK blocker: -6.4; ERb coact inh: -1.8; MT1-MMP txn act: 1.2

What do the screens show for `COc1ccc(OC)c(NC(=O)Cn2cnc3c(cnn3-c3ccccc3)c2=O)c1`?
ERa coact pot: 110.4; ERa SRC1 inh: -9.8; E coli WT exp: 5.0; ERb coact inh: -2.0; MT1-MMP txn act: 1

Results for COc1ccc(N(CC(=O)Nc2ccc(S(=O)(=O)N3CCCCC3)cc2)S(C)(=O)=O)cc1OC ?
ERa coact pot: 96.9; ERa SRC1 inh: -3.1; CD11b adhes enh: 1.8; PLAP act: 1.4; Mac1 fbg inh: 7.5; E coli WT exp: -2.0; FAK blocker: 0.8; ERb coact inh: -3.4; MT1-MMP txn act: 1

Results for Clc1cc(NCc2cccs2)ccc1N1CCOCC1 ?
ERa coact pot: 120.8; ERa SRC1 inh: -5.4; CD11b adhes enh: -1.3; PLAP act: 1; Mac1 fbg inh: -48.4; E coli WT exp: -1.0; FAK blocker: 9.0; ERb coact inh: -9.8; MT1-MMP txn act: 1.7

What do the screens show for `CN(C)NC(=S)Nc1ccc2nc(-c3ccccn3)c(-c3ccccn3)nc2c1`?
CD11b adhes enh: 1.6; PLAP act: 1.5; Mac1 fbg inh: -1.6; E coli WT exp: 6.0; FAK blocker: 3.5

What do the screens show for `C=CCNC(=O)CN1CCC(O)(c2ccc(F)cc2)CC1`?
ERa coact pot: 128.1; ERa SRC1 inh: -3.9; CD11b adhes enh: 3.3; PLAP act: 1.1; Mac1 fbg inh: 10.0; E coli WT exp: 2.0; FAK blocker: -1.1; ERb coact inh: -12.0; MT1-MMP txn act: 1.1

Results for CC(C(=O)N1CCOCC1)(c1ccccc1)c1ccccc1 ?
ERa coact pot: 111.1; ERa SRC1 inh: -9.3; CD11b adhes enh: -1.6; PLAP act: 1.2; Mac1 fbg inh: -6.4; E coli WT exp: 1.0; FAK blocker: -2.0; ERb coact inh: -9.8; MT1-MMP txn act: 1

What do the screens show for `CC(C)(C)c1nnc(NS(C)(=O)=O)s1`?
ERa coact pot: 110.8; ERa SRC1 inh: -6.3; FAK blocker: -1.0; ERb coact inh: -7.5[fluorescence artefact?]; MT1-MMP txn act: 1.2

What do the screens show for `CCOc1cc(N2CCOCC2)c(OCC)cc1NC(=O)Cc1ccc(OC)c(OC)c1`?
ERa coact pot: 120.3; ERa SRC1 inh: 2.4; CD11b adhes enh: -5.2; PLAP act: 1.4; Mac1 fbg inh: 0.2; E coli WT exp: -8.0; FAK blocker: 1.9; ERb coact inh: 7.6[fluorescence artefact?]

Results for O=C(O)c1ccccc1C(=O)Nc1n[nH]c(=S)s1 ?
CD11b adhes enh: 0.2; PLAP act: 1; Mac1 fbg inh: 4.9; E coli WT exp: -5.0; FAK blocker: 2.4; MT1-MMP txn act: 1.1

How did O=C(NCCOc1ccccc1)c1n[nH]c(=O)c2ccccc12 do in these assays?
ERa coact pot: 89.0; ERa SRC1 inh: 1.6; CD11b adhes enh: 1.3; PLAP act: 0.8; Mac1 fbg inh: -5.0; E coli WT exp: -5.0; FAK blocker: -0.3; ERb coact inh: 0.8; MT1-MMP txn act: 1.2

What do the screens show for `Cc1ccc(Cl)cc1N1CCN(S(=O)(=O)c2c(C)[nH]c(=O)[nH]c2=O)CC1`?
ERa coact pot: 107.8[fluorescence artefact?]; ERa SRC1 inh: -6.8; PLAP act: 1.1; E coli WT exp: 3.0; FAK blocker: -5.1; ERb coact inh: -3.1; MT1-MMP txn act: 1.1

How did c1ccc(-c2nc(CSc3nnc(-c4cccs4)o3)cs2)cc1 do in these assays?
ERa coact pot: 86.8[fluorescence artefact?]; ERa SRC1 inh: 9.2[fluorescence artefact?]; E coli WT exp: -28.0; FAK blocker: -2.3; ERb coact inh: 6.1; MT1-MMP txn act: 1.1

How did Cc1ccc(-n2cc(C(=O)c3ccc(F)cc3)nn2)cc1Cl do in these assays?
CD11b adhes enh: 1.5; PLAP act: 0.8; Mac1 fbg inh: 4.2; E coli WT exp: 3.0; FAK blocker: -11.1

How did O=S(=O)(Nc1cccnc1)c1cccc(C(F)(F)F)c1 do in these assays?
ERa coact pot: 109.4; ERa SRC1 inh: 5.0; CD11b adhes enh: -0.1; PLAP act: 0.9; Mac1 fbg inh: -10.2; E coli WT exp: 0.0; FAK blocker: -2.9; ERb coact inh: 9.5; MT1-MMP txn act: 1.1

How did COCCNC(=O)c1cn(C)c2ccc(S(=O)(=O)N(C)C3CCCCC3)cc2c1=O do in these assays?
ERa coact pot: 98.0; ERa SRC1 inh: -17.8[fluorescence artefact?]; CD11b adhes enh: -5.0; PLAP act: 1.6; Mac1 fbg inh: -4.8; E coli WT exp: -5.0; FAK blocker: 0.7; ERb coact inh: 0.8; MT1-MMP txn act: 1

By substructure: those above containing a tert-butyl group.
Results for CC(C)(C)n1ncc2c(=O)n(CC(=O)c3ccc(Cl)cc3)cnc21 ?
ERa coact pot: 97.7; ERa SRC1 inh: -42.2; CD11b adhes enh: -1.3; PLAP act: 1.1; Mac1 fbg inh: 0.3; E coli WT exp: 2.0; FAK blocker: 2.6; ERb coact inh: -6.7[fluorescence artefact?]; MT1-MMP txn act: 1.6

What do the screens show for `CC(C)(C)c1nnc(NS(C)(=O)=O)s1`?
ERa coact pot: 110.8; ERa SRC1 inh: -6.3; FAK blocker: -1.0; ERb coact inh: -7.5[fluorescence artefact?]; MT1-MMP txn act: 1.2
